Source: PubChem BioAssay
SR-BI uptake up: activators of SR-BI mediated HDL lipid uptake; CHO ldlA[mSR-BI] cells, DiI-HDL uptake fluorescence, 3 h; 100 = double the neutral-control signal; activation, % at 12.5 µM; actives 0.096% (n = 320,000); AID 504775;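 active = mean replicate activation of at least 60% and every replicate at or above 60%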;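 also: 0% = median plate neutral-control signal and 100% = twice that signal; values of inactives mirror those of a sister screen read the other way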
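Material – SR-BI-overexpressing, LDLR-lacking CHO cells · Medium – BSA-supplemented, HEPES-buffered Ham's F12, pH 7.4 · Doses – single concentration · Times – compound with DiI-HDL co-incubation, 3 h at 37 °C · Measured by – bottom-read fluorescence, 550/595 nm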
Arrestin-AP2 inh: inhibitors of human beta-arrestin and AP2 interaction; FITC-arrestin peptide / GST-AP2 beads, flow cytometry; AP2 beta2 appendage carries R879A mutation; inhibition, % at 10 µM; actives 0.31% (n = 340,000);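 active = inhibition above a set limit, near 3 SD of compounds lacking own fluorescence, cut at about 54% in these data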;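 also: plate controls were DMSO wells for no effect and 5 µM unlabelled arrestin peptide for full effect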
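System: GST-AP2 R879A glutathione beads. Medium: PBS with 0.05% Tween 20 and 0.1% BSA. Also added: FITC-arrestin peptide, 50 nM. Incubation: 12 min plus 1 h, RT. Measured by: high-throughput flow cytometry of beads, ex 488, em 535 nm. Evaluation: percent drop in bead-associated FITC signal.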
Keap1-Nrf2 PPI: disrupts human Keap1 binding to Nrf2 peptide | inhibition, % at 9.4 µM | Keap1 Kelch-Nrf2 peptide fluorescence polarization, 1536-well | Q14145 | actives 0.15% (n = 340,000); in the data active = inhibition above about 12%;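 also: human Keap1 Kelch domain with fluorescein labeled Nrf2 9mer peptide probe; 0% = neutral control wells and 100% = peptide positive control; higher means more block of Keap1 binding to Nrf2 peptide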
C-LANA FP: inhibitors of KSHV LANA C-terminal domain DNA binding; actives 0.078% (n = 340,000); MBP-C-LANA/FAM-LBS DNA binding, fluorescence polarization; inhibition, % at 9 µM;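 active = highest replicate inhibition at or above 60% at 9 µM, even if other replicates fall short; inactive = all replicates below 60% inhibition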;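 also: 0% = neutral control wells and 100% = 4 µM acridine orange control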
DAGLB inh: blocks human DAGLB lipase activity; actives 0.059% (n = 340,000); inhibition, % at 5.17 µM; Q8NCG7; AID 504411; HEK293T DAGLB membrane lysate, EnzChek fluorogenic substrate; in the data active = inhibition above about 34%;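 also: 0% = enzyme with vehicle and 100% = wells lacking enzyme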
SR-BI DiI inh: blocks mouse SR-BI lipid uptake from DiI-HDL; Q61009; ldlA[mSR-BI] CHO cells, DiI-HDL uptake fluorescence, 3 h; inhibition, % at 12.5 µM; actives 0.96% (n = 320,000); AID 488896;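 active = mean replicate inhibition of at least 70% and a set share of replicates each scoring 70 or more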;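 also: 0% = median of neutral control wells and 100% = median of positive control wells; values of inactives mirror those of a sister screen read the other way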
Target sequence (Q61009 whole entry, looked up): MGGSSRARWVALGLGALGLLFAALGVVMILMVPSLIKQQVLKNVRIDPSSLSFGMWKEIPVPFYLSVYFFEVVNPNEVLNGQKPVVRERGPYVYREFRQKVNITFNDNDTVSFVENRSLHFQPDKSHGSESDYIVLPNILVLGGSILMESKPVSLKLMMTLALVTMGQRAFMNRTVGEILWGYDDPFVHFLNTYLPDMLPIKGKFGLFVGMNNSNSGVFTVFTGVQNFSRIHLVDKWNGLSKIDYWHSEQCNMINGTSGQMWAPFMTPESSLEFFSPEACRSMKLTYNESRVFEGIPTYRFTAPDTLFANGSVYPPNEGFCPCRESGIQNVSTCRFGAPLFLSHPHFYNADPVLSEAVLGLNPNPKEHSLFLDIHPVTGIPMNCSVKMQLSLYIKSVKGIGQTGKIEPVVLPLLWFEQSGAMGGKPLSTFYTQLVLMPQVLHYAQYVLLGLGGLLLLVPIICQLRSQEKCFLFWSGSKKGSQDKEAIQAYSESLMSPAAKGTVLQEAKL
NSD2 inh: inhibitors of human histone methyltransferase NSD2 | inhibition, % at 12.5 µM | NSD2 peptide methylation, AlphaScreen, 120 min | O96028 | actives 0.54% (n = 310,000); in the data active = inhibition above about 50%
RTF Ca sens inh: cardiac RTF calcium desensitization | P19429+P45379 | IANBD-labeled cardiac RTF, Ca2+ fluorescence | inhibition, % at 7.15 µM | actives 0.12% (n = 340,000);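 active = inhibition above the mean inhibition of all tested compounds plus 3 SD, cut at about 17% in these data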;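 also: assay run at fixed EC70 calcium of 1.6 mM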
PKA-R2B activ: PKA-R2B complex activation. P22694+P31323. PKA-R2B holoenzyme dissociation, Cy5-IP20 fluorescence polarization; R2B truncated from residue 108, S112A mutant; 0% DMSO only, 100% 113 µM cGMP. activation, % at 11.4 µM. actives 0.079% (n = 340,000). AID 504700;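 active = activation above a cutoff set at the mean over all compounds plus 3 SD, cut at about 18% in these data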;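 also: higher means more holoenzyme dissociation and a rise in polarization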
Target sequence (P31323 whole entry, looked up, other chains not shown, the tested form may be a part): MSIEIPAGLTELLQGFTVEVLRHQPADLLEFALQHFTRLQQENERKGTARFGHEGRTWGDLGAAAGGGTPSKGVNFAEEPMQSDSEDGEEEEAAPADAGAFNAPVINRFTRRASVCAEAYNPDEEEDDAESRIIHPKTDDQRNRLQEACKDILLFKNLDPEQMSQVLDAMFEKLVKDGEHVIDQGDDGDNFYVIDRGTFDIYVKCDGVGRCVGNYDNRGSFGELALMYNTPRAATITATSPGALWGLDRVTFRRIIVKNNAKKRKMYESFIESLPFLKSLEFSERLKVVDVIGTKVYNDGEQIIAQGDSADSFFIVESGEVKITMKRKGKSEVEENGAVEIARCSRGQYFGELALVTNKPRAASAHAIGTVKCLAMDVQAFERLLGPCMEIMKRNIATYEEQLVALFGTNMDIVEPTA
PvdQ acylase: P. aeruginosa PvdQ acylase inhibition | inhibition, % at 10 µM | purified PvdQ acylase, fluorescence plate reader | actives 0.063% (n = 340,000) | AID 488965; in the data active = inhibition above about 30%, passing the limit was not always enough;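 also: 0% = vehicle neutral wells and 100% = reference inhibitor wells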
* marks the source's active call; other numbers are inactive results; . = no result given.

SMILES	RTF Ca sens inh	DAGLB inh	Arrestin-AP2 inh	PKA-R2B activ	NSD2 inh	C-LANA FP	SR-BI DiI inh	PvdQ acylase	SR-BI uptake up	Keap1-Nrf2 PPI
Cc1ccc([N+](=O)[O-])cc1NC(=O)CSc1nncc2ccccc12	-4	0	34	4	-1	1.0	27	-3	-27	-2
O=C(O)c1cc2nccc(-c3ccc(F)cc3)n2n1	-8	-1	-14	-10	-1	-1.3	-29	-13	29	-4
CC(=O)NCCNC(=O)CCNC(=O)c1ccc(Cl)cc1	-5	-1	2	0	-2	0.6	22	-9	-22	-4
Cc1ccc2nc(-c3ccccc3)cc(C(=O)N3CC(C)OC(C)C3)c2c1 (stereo not drawn)	-8	-2	-7	1	-1	-1.4	2	-9	-2	-7
COc1ccc2cc(C(=O)Nc3ccc(F)cc3)sc(=O)c2c1OC	1	2	99*	3	-3	0.4	54	-11	-54	-2
O=C(Nc1ccc2ccccc2c1)C(c1ccccc1)C1CCCC1 (stereo not drawn)	-5	-5	0	-12	-1	0.8	18	-12	-18	-1
CCOc1ccccc1CNC(=O)c1ccc(Sc2ccc(Cl)cc2)c(NC(C)=O)c1	-4	-3	2	6	9	1.2	15	-14	-15	1
Oc1ccc(/C=N/N2CCN(C3c4ccccc4-c4ccccc43)CC2)c(O)c1	1	-6	29	-7	-2	0.1	21	1	-21	-1
Cc1ccc(S(=O)(=O)N2CCN(S(=O)(=O)c3ccccc3)C2c2ccc(N(C)C)cc2)cc1 (stereo not drawn)	-19	-2	22	-1	-1	0.6	40	-2	-40	0
Cc1ccc(NC2CCCN(C(=O)c3cn(C)c4ccccc34)C2)cc1C (stereo not drawn)	4	2	-18	-3	6	-1.1	-2	-5	2	2
COc1ccc(OC(C)C(=O)NCCc2nc3ccccc3[nH]2)cc1 (stereo not drawn)	-21	3	-9	4	0	2.5	-11	-13	11	-1
CC(C)Cn1c(C(C)C)nc([N+](=O)[O-])c1Sc1ccc(Cl)cn1	8	0	3	-1	2	-0.5	-10	-5	10	-2
COc1ccccc1-n1c(SCC(=O)N(C)C2CCS(=O)(=O)C2)nc2ccccc2c1=O (stereo not drawn)	-10	2	-5	-2	-1	-1.6	-4	-13	4	0
COc1ccc(CNC(=O)CN(C(=O)c2ccc(CN3CCOCC3)o2)C2CCCC2)cc1	-11	1	1	-8	-4	-0.9	-18	-11	18	-2
COc1ccc(NC(=S)NCCN2CCOCC2)c(OC)c1	-18	0	1	-2	-3	0.7	-28	-14	28	-2
Cc1cc([N+](=O)[O-])ccc1NC(=O)CCC(=O)N1CCCC1	-2	0	7	-4	-3	-0.1	-2	-5	2	-2
CCOc1ccc(N2C(=O)C(C)CNC2=S)cc1 (stereo not drawn)	1	-2	22	-9	-4	4.2	-9	7	9	-1
CCOC(=O)c1ccc(NC(=O)COC)cc1	-4	-1	-3	5	4	-0.2	4	1	-4	-7
CN1CCN(c2ccc(Cl)cc2NC(=O)c2ccc(S(=O)(=O)N(C)C)cc2)CC1	-3	2	12	3	-1	-0.6	-15	-1	15	-3
O=C(COC(=O)c1ccccc1Oc1ccccc1)NC1CCS(=O)(=O)C1 (stereo not drawn)	-8	2	-9	-8	-2	-0.8	0	-10	0	5
C[C@@H]1CN([C@@H](C)CO)C(=O)c2cc(NS(C)(=O)=O)ccc2O[C@H]1CN(C)Cc1ccc(Oc2ccccc2)cc1	-2	-1	.	-5	.	-2.7	0	-6	0	-7
O=C(Nc1ccc(S(=O)(=O)N2CCCCC2)cc1)c1ccc(CN2CCOCC2)cc1	-3	0	-6	12	.	2.4	-37	-5	37	1
COc1ccc(-n2c(SCC(N)=O)nc3sc4c(c3c2=O)CCC4)cc1	-6	0	0	-9	0	0.3	-3	-28	3	-7
COC(=O)CCC(=O)Nc1cc(OC)c(OC)cc1Cc1nccc2cc(OC)c(OC)cc12	-4	0	2	-2	8	0.4	-14	-1	14	0
COc1ccc(CC(NC(C)=O)C(=O)NC2CCN(S(=O)(=O)c3ccc(NC(C)=O)cc3)CC2)c(OC)c1 (stereo not drawn)	-4	-1	24	-2	-13	1.2	-8	-4	8	0
Cc1ccccc1N1CC(C(=O)N2CCc3ccccc32)CC1=O (stereo not drawn)	-23	2	-1	-13	0	1.6	11	-12	-11	-4
COc1ccc(-c2ncccc2OC(=O)C23CC4CC(CC(C4)C2)C3)cc1OC	9	-3	38	-3	-3	-0.6	-1	20	1	1
CCOc1ccccc1C1NC(=O)NC(C)=C1C(=O)OCc1ccco1 (stereo not drawn)	5	3	11	2	2	-0.5	12	4	-12	1
CC(=O)c1ccc(NC(=O)CO/N=C(\C)c2cccs2)cc1	-7	-1	1	2	10	-1.4	-35	-10	35	-1
COC(=O)CSc1nnc(CNC(=O)Cc2ccccc2)n1-c1ccccc1OC	-6	-3	2	-2	-4	-1.0	-43	-2	43	1
COC(=O)C(C)NC(=O)C12CC3CC(C1)CC(c1ccc(C)cc1)(C3)C2 (stereo not drawn)	1	-4	-8	-2	-3	-1.1	-27	6	27	-4
COc1cc(/C=C/C(=O)Nc2ccc(S(=O)(=O)Nc3ncccn3)cc2)ccc1OCC#N	-4	0	1	18	1	1.2	51	-10	-51	-9
CC1CN(C(=O)Nc2ccc3snnc3c2)c2ccccc21 (stereo not drawn)	-3	0	14	1	.	0.2	21	-8	-21	1
COC(=O)CCC(=O)N1CCc2cc(S(=O)(=O)N3CCc4ccccc43)ccc21	-2	-2	27	-3	-1	-1.5	16	-3	-16	-2
CCCC(=O)Nc1ccc2c(c1)nc(CCNC(=O)c1ccccc1)n2C	-1	-1	-7	-9	-3	0.8	-7	-23	7	-2
COc1ccc(NS(=O)(=O)c2c(C)cc(C)cc2C)cc1	4	-2	20	-7	11	2.5	-30	0	30	-2
O=C(O)COc1ccc(/C=C/C(=O)c2ccc(C3CCCCC3)cc2)cc1	1	12	-21	0	31	-0.1	-9	0	9	4
CO/N=C/c1ccc(N2CCOCC2)c([N+](=O)[O-])c1	6	-4	10	9	.	1.0	-6	2	6	0
CN1CCN(CCOC2Cc3ccccc3Sc3ccc(Cl)cc32)CC1 (stereo not drawn)	3	-3	19	3	14	0.8	25	17	-25	-2
Cc1cccc(NC(=O)Cc2noc3ccccc23)c1	4	-1	11	3	6	-2.7	-8	-5	8	1
CCC(NC(=O)Cn1cnc2c(=O)n(C)c(=O)n(C)c21)c1ccccc1 (stereo not drawn)	-7	0	3	3	-1	-1.1	-8	-15	8	4
CC(C)c1ccc(/C=N/n2nnnc2Nc2ccccc2)cc1	-16	-8	6	3	-1	-0.6	3	-13	-3	-6
CCc1ccc(NC(=O)CCNS(=O)(=O)c2cccs2)cc1	-11	-2	0	-1	-1	.	.	-18	.	.
O=C(CCNS(=O)(=O)c1ccccc1)OCC(=O)c1ccc(Br)cc1	-34	1	32	-3	-3	0.1	-15	-6	15	0
CCN(CC)C(=O)Oc1ccc(Cl)c2cccnc12	-4	-3	1	-12	2	-0.7	21	-9	-21	1
OCCN1CCN(C(=S)NC2CCCC2)CC1	-10	-1	6	-7	0	0.4	13	0	-13	-5
Cc1c(Cl)cccc1NC(=O)Cn1c(-c2ccc(F)cc2)noc1=O	-7	-1	14	-14	-10	-0.7	-1	-12	1	-6
Cc1ccc(S(=O)(=O)N2CCCC2CNC(=O)C(=O)Nc2ccc(F)cc2)cc1 (stereo not drawn)	-12	-1	-1	-5	-1	2.2	22	-23	-22	-4
COc1ccc2nc(N/C(=N/S(=O)(=O)c3cccs3)c3ccccc3Cl)sc2c1	7	9	-2	-15	2	-0.5	-14	21	14	-4
C/C(=N\Nc1nccnc1Cl)c1ccc(Cl)c(Cl)c1	3	0	2	6	0	-1.1	-2	11	2	-4
Cc1cccc(C)c1NC(=S)N(CCCN1CCOCC1)Cc1cccnc1	4	0	-13	2	-1	1.4	-24	-9	24	2
O=C(CN1C(=O)COc2ccccc21)NCCCN1CCN(c2ccccc2F)CC1	1	0	3	0	0	-0.1	10	10	-10	-5
Cc1ccc(/C([O-])=C(/C(=S)NCCN2CCOCC2)[n+]2ccccc2)cc1[N+](=O)[O-]	5	-3	10	-1	-1	1.3	-12	2	12	0
Cc1cc(N(C)N)nc(NC(=O)NS(=O)(=O)c2ccccc2Cl)n1	5	0	22	4	-7	-2.1	-13	20	13	-2
CCOCCCNc1nc2c(C)cccn2c(=O)c1/C=C1\SC(=S)N(CC(C)C)C1=O	5	-2	35	7	-1	1.9	-18	9	18	-6
CC(=O)c1c(C)[nH]c(C(=O)NCc2cccs2)c1C	-4	5	-1	-7	0	0.8	6	10	-6	-6

Hits appear at their usual frequency; any-hit rate near 2.1%.
